Source: PubChem BioAssay
Apaf-1 inh – inhibitors of human Apaf-1 apoptosome; O14727; reconstituted apoptosome caspase-3 activity, DEVD-Rh110 fluorescence; inhibition, % at 20 µM; 0.71% of 330,000 active; active = inhibition of at least 40% at 20 µM;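 note: plate controls were DMSO wells for no effect and DEVD-CHO caspase inhibitor wells for full effect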
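Material: biochemical Apaf-1 apoptosome reconstitution. Medium: Hepes buffer, pH 7.5. Also added: cytochrome c activation, bis-DEVD rhodamine 110 substrate. Timing: 30 min compound preincubation, 50 min activation, room temperature. Measured by: rhodamine 110 fluorescence at Ex 480/Em 540 nm.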
HKDC1 inhibitor – inhibitors of human hexokinase HKDC1; Q2TB90; recombinant HKDC1, G6PDH/diaphorase resazurin coupled fluorescence; inhibition, % at 20 µM; 0.16% of 340,000 active;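 active = inhibition above about 35% when tested at 20 µM, limit read from the data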;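 note: plate controls were DMSO wells with enzyme for no effect and DMSO wells lacking enzyme for full effect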
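Test system: recombinant HKDC1 (HK5) hexokinase enzyme, produced in-house / Doses: 20 µM test compound, 1% DMSO / Timing: 90 min, room temperature / Detection: G6PDH/diaphorase-coupled fluorescence, 1 mM NADP, 100 µM resazurin, 525/613 nm / Control set: DMSO wells with and without enzyme mix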
NALP3 yeast inh – inhibitors of NALP3 inflammasome in yeast; 0.39% of 330,000 active; Yeast reconstituted NLRP3/ASC/caspase-1, beta-gal luminescence, 24 h; inhibition, % at 10 µM; AID 2825;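 active = inhibition of 50% or more; inactive = inhibition below 50%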;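 note: plate controls were induced DMSO wells for no effect and uninduced yeast grown without galactose for full effect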
SENP7 inh – blocks the human protease SENP7 | Q9BQF6 | recombinant SENP7, Z-RLRGG-aminoluciferin luminescence, 40 min | inhibition, % at 5 µM | 1.5% of 330,000 active | AID 434973;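 active = inhibition above about 50% at the single test dose, limit read from the data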;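 note: plate controls were DMSO with enzyme for no effect and no enzyme buffer wells for full effect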
Target sequence (Q9BQF6 706-1050 limits assumed): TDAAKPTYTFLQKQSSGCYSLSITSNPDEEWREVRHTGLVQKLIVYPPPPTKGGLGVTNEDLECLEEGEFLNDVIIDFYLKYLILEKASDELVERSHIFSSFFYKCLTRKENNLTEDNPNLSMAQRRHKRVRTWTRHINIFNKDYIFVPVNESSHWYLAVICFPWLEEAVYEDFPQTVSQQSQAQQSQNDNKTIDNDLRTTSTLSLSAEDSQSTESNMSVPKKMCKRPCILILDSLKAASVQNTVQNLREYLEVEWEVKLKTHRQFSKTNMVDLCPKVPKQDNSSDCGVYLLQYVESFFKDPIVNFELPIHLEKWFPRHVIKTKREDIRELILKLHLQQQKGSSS
PfGluPho inh – PfG6PD (Plasmodium falciparum) enzyme inhibition; 0.78% of 350,000 active; inhibition, % at 20 µM; PfGluPho enzyme, NADPH resazurin-diaphorase fluorescence;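 active = inhibition reaching at least a set limit at 20 µM in the primary screen, cut at about 59% in these data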;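 note: 0% = DMSO wells with substrate and 100% = DMSO wells lacking glucose-6-phosphate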
SENP6 inh – SENP6 protease inhibition; AID 2599; 1.8% of 330,000 active; Q9GZR1; inhibition, % at 10 µM; Recombinant SENP6 catalytic domain, aminoluciferin luminescence;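 active = inhibition above about 50% at the single tested dose, limit read from the data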;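 note: plate controls were DMSO wells with enzyme for no effect and DMSO wells lacking enzyme for full effect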
Target sequence (Q9GZR1 628-1112 limits assumed): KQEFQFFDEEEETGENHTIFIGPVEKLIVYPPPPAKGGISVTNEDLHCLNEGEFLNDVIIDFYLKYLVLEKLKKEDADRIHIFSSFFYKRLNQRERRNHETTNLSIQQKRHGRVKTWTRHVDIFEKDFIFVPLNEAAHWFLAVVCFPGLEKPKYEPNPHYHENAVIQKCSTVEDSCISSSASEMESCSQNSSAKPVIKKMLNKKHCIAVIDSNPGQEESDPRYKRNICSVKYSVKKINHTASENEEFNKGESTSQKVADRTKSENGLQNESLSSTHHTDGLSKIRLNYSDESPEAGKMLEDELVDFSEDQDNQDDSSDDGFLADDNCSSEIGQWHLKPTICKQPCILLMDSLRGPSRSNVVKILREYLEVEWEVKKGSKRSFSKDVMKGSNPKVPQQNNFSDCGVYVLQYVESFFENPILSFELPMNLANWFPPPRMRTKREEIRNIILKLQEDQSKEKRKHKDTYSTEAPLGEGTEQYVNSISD
SENP8 block-1 – SENP8 protease inhibition; Q96LD8; purified SENP8, Z-RLRGG-aminoluciferin cleavage, luminescence; inhibition, % at 10 µM; 1.2% of 330,000 active; AID 2540; in the data active = inhibition above about 50%
Target sequence (Q96LD8 whole entry, looked up): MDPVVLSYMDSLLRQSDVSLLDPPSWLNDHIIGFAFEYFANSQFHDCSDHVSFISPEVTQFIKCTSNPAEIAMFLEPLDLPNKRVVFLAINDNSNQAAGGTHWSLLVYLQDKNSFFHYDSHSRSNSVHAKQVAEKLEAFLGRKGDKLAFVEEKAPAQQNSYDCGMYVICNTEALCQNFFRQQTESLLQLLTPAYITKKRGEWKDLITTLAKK
SENP8 block-2 – inhibitors of human SENP8 protease; recombinant SENP8, Nedd8 substrate fluorescence; inhibition, % at 20 µM; 0.64% of 360,000 active; AID 602440; in the data active = inhibition mostly above about 40%, no sharp cut-off; inactive = mostly below about 27%
SENP1 inh – SENP1 (human) catalytic domain inhibition; recombinant SENP1 catalytic domain, CyPet-SUMO1-YPet FRET cleavage; 0.21% of 360,000 active; inhibition, % at 10 µM; Q9P0U3;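 active = inhibition at least 30% at 10 µM, raw YFP signal under a set limit, fluorescence ratio 0.5 to 1.5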;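 note: 0% = enzyme with DMSO and 100% = no enzyme wells; some results filed as inactive read as strong as hits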
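system = hSENP1 catalytic domain, recombinant | reagent = SFCypet-SUMO1-SFYpet substrate at 25 nM | doses = one dose per compound, 10 µM, 0.5% DMSO | incubation = enzyme reaction for 50 min at room temperature, dark | measured by = FRET, CFP and YFP emission | controls = no-enzyme low, enzyme-DMSO high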
The depositor's hits bear a star; i = inactive; . = not tested or not shown.

SMILES	Apaf-1 inh	HKDC1 inhibitor	NALP3 yeast inh	SENP7 inh	PfGluPho inh	SENP6 inh	SENP8 block-1	SENP8 block-2	SENP1 inh
CCC(CC)c1nnc(NC(=O)CN2C(=O)C3C4C=CC(C4)C3C2=O)s1 (stereo not drawn)	-2	-6	-3	4	-12	3	-3	28	1
CC(C)c1ccc(OCC(=O)NC(Cc2c[nH]c3ccccc23)C(=O)O)cc1 (stereo not drawn)	4	15	13	0	-8	7	4	14	2
O=C(CSCc1ccccc1)N1CCN(c2ccccc2)CC1	3	-3	28	-3	2	-10	-10	11	2
CNC(=O)Cn1ncc2c(C)n(Cc3ccc(C)cc3)c(C)c2c1=O	-4	-2	5	-1	-4	-4	3	10	-2
O=C(CN1C(=O)S/C(=C/c2ccncc2)C1=O)Nc1ccccc1	1	-2	18	-9	16	1	-1	-14	3
CS(=O)(=O)N1CC2CCCN2c2ccc(C(F)(F)F)cc21 (stereo not drawn)	1	-5	22	2	3	7	8	-16	-6
Cc1cccc(NC2=NC(C)(C)N=C(N)N2)c1	-15	-6	2	3	-5	5	6	13	0
CCOc1[nH]n(-c2ccccc2)c(=O)c1C=Nc1ccc(C(=O)OC)cc1	20	2	4	13	-16	13	4	54*	4
CCc1nc2ccccc2c(=O)n1NCCc1ccccc1	-7	-12	27	5	-7	5	2	14	1
CC1CC(C)(C)Nc2ccc(N=O)cc21 (stereo not drawn)	.	3	.	.	4	.	.	45*	-5
COc1ccccc1CNC(=O)CCCc1nnc2n(C)c(=O)c3sccc3n12	-2	-3	22	-13	-9	-15	-10	-21	-1
COc1ccc(Cl)cc1-n1c(=S)sc2c(=O)[nH]c(SCC(=O)C(C)(C)C)nc21	18	2	13	11	4	8	9	13	1
O=C(CSc1nnc(NC(=O)c2ccco2)s1)Nc1ccccc1Cl	1	-2	5	1	-35	0	5	-19	2
CCOC(=O)c1c[nH]c2ccc3ccccc3c2c1=O	-8	0	7	-1	23	-3	-7	2	1
COc1ccc2nc3n(c(=O)c2c1)-c1ccc(Cl)cc1C(=O)NC3Cc1ccccc1 (stereo not drawn)	23	.	32	5	.	2	3	.	.

Part of the list above in order of SMILES length, smallest number first:
SMILES	Apaf-1 inh	HKDC1 inhibitor	NALP3 yeast inh	SENP7 inh	PfGluPho inh	SENP6 inh	SENP8 block-1	SENP8 block-2	SENP1 inh
Cc1cccc(NC2=NC(C)(C)N=C(N)N2)c1	-15	-6	2	3	-5	5	6	13	0
CCOC(=O)c1c[nH]c2ccc3ccccc3c2c1=O	-8	0	7	-1	23	-3	-7	2	1
CCC(CC)c1nnc(NC(=O)CN2C(=O)C3C4C=CC(C4)C3C2=O)s1 (stereo not drawn)	-2	-6	-3	4	-12	3	-3	28	1

(cont.)
SMILES	Apaf-1 inh	HKDC1 inhibitor	NALP3 yeast inh	SENP7 inh	PfGluPho inh	SENP6 inh	SENP8 block-1	SENP8 block-2	SENP1 inh
Cc1nn(C)c(C)c1NS(=O)(=O)c1ccc(Cl)s1	-7	-3	-2	-1	5	-4	-1	19	1
Cc1ccc(-n2c(=S)[nH]c3[nH]ncc3c2=O)cc1	-10	-6	34	-1	20	-5	1	4	1
CC(NC(=O)CN(c1cccc(C(F)(F)F)c1)S(=O)(=O)c1ccc(Cl)c([N+](=O)[O-])c1)c1ccccc1 (stereo not drawn)	9	-5	7	0	3	-13	-13	22	-1
Cc1cccc(NC(=O)CSc2nc3ccccc3nc2N2CCCCC2)c1	17	2	15	2	0	-2	-11	-152	-9
O=C(NCN1CCN(c2ccccc2F)CC1)c1ccccc1	-16	0	9	5	1	7	-2	1	0
Cc1ccc(S(=O)(=O)N(Cc2ccc(Cl)cc2)c2ccccc2C(=O)NCc2cccnc2)cc1	22	-1	9	3	-3	-4	-2	11	1
C=CCC[C@@H](Cc1ccc(F)cc1)C(=O)OC[C@@H](NC(=O)[C@@H](CC=C)CC(=O)N[C@H](CO)Cc1ccccc1)C(C)(C)C	19	0	7	-11	21	-24	-6	-1	2
CCCCOc1ccc(C(=O)C(CN2CCOCC2)c2ccccc2)cc1 (stereo not drawn)	22	0	24	8	12	-18	-5	22	2
Cc1nc(C(=O)NNC(=O)c2c(-c3c(Cl)cccc3Cl)noc2C)cs1	2	-8	8	-2	-36	-22	7	12	2
Cc1ccc2ccc3cccc4ccc1c2c34	7	4	-3	-1	9	4	-4	-393	-11
CC(C)CCN(CC(=O)NC1CCCC1)C(=O)C(=O)Nc1ccc2c(c1)OCCO2	-7	3	8	0	13	-18	-4	8	0
Cc1cc(C(=O)N/N=C/c2c(C)nn(-c3ccccc3)c2C)n[nH]1	-9	-4	16	-7	6	-4	-3	8	-3
OCCN(Cc1ccccc1)CC(O)COc1ccc(-c2ccccc2)cc1 (stereo not drawn)	24	2	15	5	26	-9	5	6	-1
Cc1ccc(-c2csc(Nc3ccccc3)[n+]2CCc2ccccc2)cc1	11	-4	17	5	25	-22	-6	17	3
COc1ccc(OC)c(N(CC(=O)NC2CC2)S(=O)(=O)c2ccc(C)cc2)c1	1	1	3	-4	8	4	-6	11	0
COc1ccc(C(=O)O)cc1S(=O)(=O)NC(C)(C)C	-18	0	6	1	10	-13	7	13	2
Cc1c(OCC(=O)NCCCn2ccnc2)ccc2c3c(c(=O)oc12)CCC3	14	1	14	-4	-6	17	-5	-92	2
CCC(C)n1[nH]c(=O)c2c(C)cc(C)nc21 (stereo not drawn)	2	-3	1	-8	29	-7	-3	-86	0
O=C(CSc1nccn1-c1ccccc1)Nc1ccc2c(c1)OCO2	7	3	11	4	-2	8	-2	28	2
CC(C)N(Cc1cc2ccccc2[nH]c1=O)C(=O)C(C)(C)C	30	5	-2	-1	-13	-2	6	-16	2
COc1ccc(Cl)cc1NC(=O)C1Cc2ccccc2CN1S(C)(=O)=O (stereo not drawn)	22	-4	-20	-1	16	-7	-5	-3	-5
COc1ccc(Nc2nc(-c3cccs3)nc3ccccc23)c(OC)c1	17	-7	20	-6	9	-19	-7	-134	-3
CC1(C)NC(=O)N(CC(=O)OCC(=O)NC(=O)c2ccccc2)C1=O	3	-6	16	-8	14	-1	-6	11	2
CCOC(=O)CSc1nc2ccccc2n1CC(=O)N(C(C)C)C(C)C	-18	8	0	-1	-12	-1	6	4	1
O=C(COc1ccccc1[N+](=O)[O-])N1CCN(c2ccccn2)CC1	2	1	-2	2	-15	-8	-7	10	0
Cc1ccc(-c2noc(CNC(=O)c3ccc4c(c3)OCO4)n2)cc1	7	0	31	-3	-14	2	2	7	-21
COc1ccc(-c2cc(=O)c3cc(OC)ccc3o2)cc1	-16	9	31	98*	-6	92*	88*	-173	-2
Cc1cc(C)n2nc(-c3sccc3-n3cccc3)cc2n1	4	-2	17	-4	10	-22	2	-170	1
O=C(NCc1ccc(F)cc1)C1CCCN(C(=O)NCc2ccccc2)C1 (stereo not drawn)	1	-7	7	-6	-4	-2	-5	7	2
Cn1c(C(=O)N2CCN(c3ccccc3)CC2)cc2cc(Cl)ccc21	17	-6	29	5	10	4	12	11	2
O=C(O)c1ccc(/C=N/NC(=O)c2cc3ccccc3cc2O)cc1	-7	4	-4	-1	27	-6	-2	-1	10
COc1ccccc1C(=O)NCCC(=O)N1CCCCCCC1	18	-5	21	-7	9	-2	-4	4	1
CC(C)CNC(=O)C1CCN(S(=O)(=O)c2ccc3c(c2)OCCO3)CC1	2	-10	13	-7	0	-2	-3	8	0
CN(C(=O)COC(=O)c1ccccc1Cc1ccccc1)c1c(N)n(Cc2ccccc2)c(=O)[nH]c1=O	20	1	5	-11	7	-4	-6	15	-5
CN(c1ccccc1)S(=O)(=O)c1cc(C(=O)NCCCn2ccnc2)ccc1Cl	0	-1	4	-12	11	1	-2	7	2
C#C[C@]1(O)CC[C@H]2[C@@H]3CCC4=C(CCC(=O)C4)[C@H]3CC[C@@]21C	7	3	39	-2	6	1	1	-1	-3
CCOC(=O)C1CCN(CC(=O)Nc2c(C(=O)OC)n(C)c3cccc(C)c23)CC1	2	-4	19	13	-14	-19	-7	-227	2
COCCN(C(=O)Cc1cccs1)C(C(=O)NCc1ccc(OC)cc1)c1ccc(C)cc1 (stereo not drawn)	-6	-1	1	-7	-10	4	-2	14	2
COc1ccc(-n2nc3ccc(NS(C)(=O)=O)cc3n2)cc1Cl	8	2	3	74*	6	72*	51*	i	-15
C=C1[C@@H](O)[C@@H]2O[C@]3(CC[C@H](/C=C/[C@@H](C)[C@@H]4CC(C)=CC5(O[C@H](C[C@@](C)(O)C(=O)OC)CC[C@H]5O)O4)O3)CC[C@H]2O[C@@H]1[C@@H](O)C[C@H](C)[C@H]1OC2(CCCCO2)CC[C@H]1C (stereo partly drawn)	3	0	13	-5	0	-5	5	.	.
COCCN1CCn2c(nc3cc([N+](=O)[O-])ccc32)C1	-23	-1	15	6	22	0	6	6	5
CNc1nnc(SCC(=O)c2c(N)n(C3CC3)c(=O)[nH]c2=O)s1	-5	-7	0	-6	-2	7	3	21	-1
CN(C(=O)C1CCN(S(=O)(=O)c2ccccc2)CC1)c1c(N)n(Cc2ccccc2)c(=O)[nH]c1=O	7	0	5	4	-6	-8	2	8	0
CS(=O)(=O)N1CCC(C(=O)N2CCN(c3ccccc3F)CC2)CC1	-5	-15	7	6	9	1	9	2	5
Brc1cccc(-c2nnc3sc(CNC4CCCC4)cn23)c1	11	-3	9	-1	-10	8	-2	10	2
Nc1ncc([N+](=O)[O-])c(Oc2ccccc2F)n1	-34	-6	-2	-3	-4	-46	0	49*	1
Cc1cc(Cl)ccc1NC(=O)COC(=O)c1c(C)noc1C	8	-7	20	4	-5	4	-3	6	3
CCn1c(SCC(=O)NCc2ccco2)nnc1-c1c[nH]c2ccccc12	-12	0	11	-4	2	-3	-10	14	0
CCC(CC)c1nnc(NC(=O)c2c(C)nn(Cc3ccccc3Cl)c2C)s1	25	-2	1	3	-4	7	8	22	2
CCCCNC(=O)OCCSCCS(=O)(=O)c1ccc(Cl)cc1	0	-3	25	0	-13	-11	-9	14	-1
CC(C)(C)C(=O)NC1=NN(c2c(Cl)cc(Cl)cc2Cl)C(=O)C1	68*	-10	4	-3	-11	-32	-10	6	2
O=C(CNC(=O)c1ccccc1F)Nc1ccncc1	-4	-4	17	-3	-10	-1	10	13	0
CCCc1cc(=O)[nH]c(SCC(=O)N2CCOCC2)n1	1	-5	13	6	-1	19	0	15	0
Cc1ccc(Cn2nnnc2CN2CCC(NC(=O)c3ccc(Br)cc3)CC2)cc1	7	1	-1	2	-15	-15	-5	12	0

Filtered by structure: the entries above with a CF3 group
SMILES	Apaf-1 inh	HKDC1 inhibitor	NALP3 yeast inh	SENP7 inh	PfGluPho inh	SENP6 inh	SENP8 block-1	SENP8 block-2	SENP1 inh
CS(=O)(=O)N1CC2CCCN2c2ccc(C(F)(F)F)cc21 (stereo not drawn)	1	-5	22	2	3	7	8	-16	-6
CC(NC(=O)CN(c1cccc(C(F)(F)F)c1)S(=O)(=O)c1ccc(Cl)c([N+](=O)[O-])c1)c1ccccc1 (stereo not drawn)	9	-5	7	0	3	-13	-13	22	-1

Rows were taken by chance; any-hit rate near 4.1%.
